# PP1 counter: PP1-alpha phosphatase inhibitors, primary screen, counter-screen for PP5 inhibitor project, biochemical, fluorescence, OMFP substrate, single point; Serine/threonine-protein phosphatase PP1-alpha catalytic subunit (Homo sapiens), P62136; purified PP1alpha; inhibition, % at 6.7 µM; actives 0.9% (n = 320,000);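 active = inhibition above the mean inhibition of all tested compounds plus 3 SD, computed separately for each screening campaign, cut at about 15% in these data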
# Target sequence (P62136 whole entry, looked up): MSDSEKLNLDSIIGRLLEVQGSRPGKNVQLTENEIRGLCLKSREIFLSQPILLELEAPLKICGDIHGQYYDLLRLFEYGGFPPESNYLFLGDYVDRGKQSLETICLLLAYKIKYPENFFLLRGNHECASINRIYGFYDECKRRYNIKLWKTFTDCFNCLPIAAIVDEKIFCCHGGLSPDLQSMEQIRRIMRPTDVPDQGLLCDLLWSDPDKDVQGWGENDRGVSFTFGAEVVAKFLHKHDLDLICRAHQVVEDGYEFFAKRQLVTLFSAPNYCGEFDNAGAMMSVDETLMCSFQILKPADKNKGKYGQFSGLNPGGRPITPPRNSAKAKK
# PAFAH2 FP inh: PAFAH2 enzyme inhibitors, primary screen, biochemical, fluorescence polarization, human; inhibition, % at 3.39 µM; actives 0.99% (n = 340,000); recombinant PAFAH2, FP-rhodamine activity probe; AID 492956, 2010; Platelet-activating factor acetylhydrolase 2, cytoplasmic (Homo sapiens), Q99487;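 active = inhibition above the mean over all tested compounds plus 3 SD, cut at about 30% in these data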;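 also: inhibitors block probe labeling of enzyme so polarization drops; 0% = enzyme with DMSO and 100% = wells lacking PAFAH2 protein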
# procasp7 counter: procaspase-7 activators, primary screen, counter-screen for procaspase-3 activator project, biochemical, absorbance, HTS, human; activation, % at 8.5 µM; recombinant procaspase-7, Ac-DEVD-pNA absorbance 405 nm; D23A/D198A/D206A triple mutant, cannot self-cleave; scale: DMSO 0, 5 µM enzyme 100; actives 0.093% (n = 330,000); AID 463210, 2010; Caspase-7 (Homo sapiens), P55210;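 active = percent activation above the screen-wide mean plus 3 SD, cut at about 25% in these data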
# Target sequence (P55210 whole entry D23A/D198A/D206A): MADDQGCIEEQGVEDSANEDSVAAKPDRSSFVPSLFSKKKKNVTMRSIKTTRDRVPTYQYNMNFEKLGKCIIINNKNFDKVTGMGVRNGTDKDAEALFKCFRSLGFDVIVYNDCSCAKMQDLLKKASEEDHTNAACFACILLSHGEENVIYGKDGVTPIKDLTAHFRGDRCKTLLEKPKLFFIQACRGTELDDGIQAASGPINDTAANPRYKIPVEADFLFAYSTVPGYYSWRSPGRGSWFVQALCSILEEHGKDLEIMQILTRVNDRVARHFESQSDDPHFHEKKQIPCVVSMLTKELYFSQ
#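 Material: Procaspase-7 triple mutant (PC-7 D3A) | Quantity: 2 µM procaspase-7 mutant as dispensed | Reagent: DEVD-pNA substrate | Times: 1 h preincubation, 2 h reaction | Technique: 405 nm absorbance of p-nitroaniline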
# Fh CTSL1 inh: Fasciola hepatica cathepsin L1 inhibitors, primary screen, counter-screen for PFM18AAP inhibitor project, biochemical, QFRET, fluorogenic peptide substrate. recombinant F. hepatica cathepsin L1, Z-Leu-Arg-MCA fluorescence. actives 0.49% (n = 300,000). inhibition, % at 5.96 µM;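 active = inhibition above the mean of all tested compounds plus 3 SD, set per screening campaign, cut at about 17% in these data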;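 also: 0% = plate median of test compound wells and 100% = 1 µM Z-Phe-Ala-diazomethylketone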
# HCV core dimer: inhibitors of HCV core protein dimerization, primary screen, biochemical, TR-FRET, high-throughput | inhibition, % at 5 µM | AID 1899, 2009 | TR-FRET GST/Flag-core106 dimerization, 1536-well | actives 0.33% (n = 300,000);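 active = inhibition above the mean of all tested compounds plus 3 SD, set per screening campaign, cut at about 45% in these data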
#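 System – GST-tagged and Flag-tagged HCV core protein residues 1-106 · Repeats – one well for each compound · Technique – TR-FRET 671 and 617 nm emission · Doses – one concentration, 5 µM, in 0.5% DMSO · Times – 4 h, 22.5 °C incubation · Also added – Eu donor and XL665 acceptor anti-tag antibodies · Measure – percent inhibition of core106 dimerization signal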
# TPT1 inh: Candida albicans TPT1 enzyme inhibitors, primary screen, biochemical, fluorescence polarization; tRNA 2'-phosphotransferase TPT1 (Candida albicans SC5314); recombinant caTPT1, FP RNA substrate dephosphorylation; inhibition, % at 5 µM; actives 0.81% (n = 300,000); AID 1962, 2009;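 active = inhibition above the mean of all tested compounds plus 3 SD, set per screening campaign, cut at about 24% in these data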;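 also: plate controls were DMSO alone for no effect and ferristatin control at 100 nM for full effect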
# AHR activator: AHR activators, primary screen, cell-based, luminescence, luciferase reporter, human | Aryl hydrocarbon receptor (Homo sapiens), P35869 | AHR-responsive luciferase reporter cells | activation, % at 5 µM | actives 2.5% (n = 320,000) | AID 2796, 2010; in the data active = activation above about 47%;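 also: 0% = vehicle wells and 100% = reference agonist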
# PP5 primary: PP5 phosphatase inhibitors, primary screen, biochemical, fluorescence; actives 0.18% (n = 320,000); AID 1987, 2009; inhibition, % at 6.7 µM; purified PP5c, OMFP substrate fluorescence; Serine/threonine-protein phosphatase 5 (Homo sapiens), P53041;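 active = inhibition above the campaign's mean inhibition across all tested compounds plus 3 SD, cut at about 9.5% in these data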;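 also: 0% = DMSO only and 100% = 100 µM cantharidin control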
# proCasp3 act: activators of human procaspase-3 D3A mutant, primary screen, biochemical, absorbance, PC-3 D3A mutant, single concentration. Caspase-3 (Homo sapiens), P42574. recombinant procaspase-3 D3A, Ac-DEVD-pNA absorbance 405 nm. activation, % at 8.5 µM. actives 0.11% (n = 330,000). AID 463141, 2010;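 active = activation above the mean of all tested compounds plus 3 SD, cut at about 21% in these data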;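 also: 0% = DMSO alone and 100% = DMSO wells spiked with extra 5 µM PC-3 D3A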
# Target sequence (P42574 whole entry D9A/D28A/D175A): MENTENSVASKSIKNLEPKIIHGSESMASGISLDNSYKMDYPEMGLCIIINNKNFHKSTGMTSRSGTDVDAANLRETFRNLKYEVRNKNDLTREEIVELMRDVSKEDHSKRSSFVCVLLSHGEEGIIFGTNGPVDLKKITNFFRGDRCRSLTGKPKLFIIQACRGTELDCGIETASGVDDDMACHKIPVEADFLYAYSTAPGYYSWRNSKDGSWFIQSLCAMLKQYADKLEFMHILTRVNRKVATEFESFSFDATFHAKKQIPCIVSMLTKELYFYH
#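 Technique: 405 nm absorbance of p-nitroaniline, reads at 0 and 120 min; Test system: Procaspase-3 D3A mutant; Incubation: 1 h enzyme-compound preincubation, then 2 h substrate reaction, 25 °C; Repeats: singlicate, each compound tested once; Benchmarks: low control DMSO wells, high control DMSO plus 5 µM PC-3 D3A.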
# * hit, by the source's call; / = no result given. The list is partial; count on the stated rates, not on these rows.
SMILES,PP1 counter,PAFAH2 FP inh,procasp7 counter,Fh CTSL1 inh,HCV core dimer,TPT1 inh,AHR activator,PP5 primary,proCasp3 act
COC(=O)C1=C(c2cccc(OCc3ccccc3)c2)C[C@@H]2CC[C@H]1N2C(=O)NCCCOC(C)C,7.1,12.5,-3.0,/,/,/,-1.1,4.4,8.5
CCCNC(=O)N1C2CCC1CC(O)(c1cccnc1)C2 (stereo not given),-4.7,-1.9,5.2,-4.3,-4.5,-3.9,0.2,-0.1,3.7
O=C(C(=O)N1CCOCC1)c1cn(CCCOc2ccccc2)c2ccccc12,0.3,4.1,11.1,-5.1,-1.6,-0.1,1.4,-1.9,3.9
CC1=[N+]([O-])C2(N)CCc3nonc3C2(O)C1 (stereo not given),0.6,-8.0,-1.4,-1.1,7.4,-1.5,6.0,-1.4,-2.3
CCn1c(O)c(C=Nc2ccc(N3CCOCC3)cc2)c(=O)n(CC)c1=S,5.7,-18.7,-19.1,1.6,-4.8,66.2*,-0.3,1.8,-1.7
Cc1ccc(C2(O)CC(C)N(C)CC2C)cc1 (stereo not given),-2.9,4.2,-1.8,3.2,-0.4,-1.6,0.3,0.8,1.8
COc1cccc(C(=O)N2C[C@H]3C[C@@H](C2)c2cccc(=O)n2C3)c1,-1.5,1.3,2.4,2.8,0.2,-1.6,0.8,-0.3,1.9
O=Cc1c(C(=O)O)n(Cc2ccccc2Cl)c2ccccc12,1.8,3.5,2.8,3.7,5.1,5.4,10.3,-0.7,-4.5
CCCC1(CCC)C(=O)NC(=Nc2ccccc2)NC1=O,-2.5,5.2,-4.8,0.8,-2.4,-2.6,-0.1,-1.0,1.5
O=C(C(=O)N1CCOCC1)c1cn(Cc2ccccc2Cl)c2ccccc12,-6.2,1.5,1.1,-2.1,-1.1,3.6,1.2,1.5,11.9
CC(=O)N1N=C2C3CCN(CC3)C2C1c1ccc(C)cc1 (stereo not given),0.6,1.8,12.0,1.4,-4.5,5.1,-1.5,5.2,-0.8
COC1CCCCC1NCCc1ccccc1 (stereo not given),2.5,0.8,8.5,-0.2,4.7,-5.2,0.6,3.1,-4.8
C#C[C@]1(O)CCC2C3CCC4=C/C(=N/OCC(=O)NC(C)C(=O)NC(CCSC)C(=O)O)CC[C@]4(C)C3CC[C@@]21C (stereo not given in full),-1.0,-3.4,-1.7,7.3,6.0,3.4,-0.4,-0.5,-2.5
CCCCNC(=S)N1CCn2cccc2C1c1cccnc1 (stereo not given),-9.2,-4.1,-14.9,-6.4,-6.2,2.8,3.3,1.0,2.3
CN1CN=C(N[N+](=O)[O-])N(Cc2ccco2)C1,1.8,2.9,-7.6,-2.0,4.2,-1.5,0.9,-0.3,0.1
CC(C)CCn1c(N)c(C(=O)OCC2CCCO2)c2nc3ccccc3nc21 (stereo not given),2.8,-4.8,-21.9,13.2,-2.4,1.0,10.8,3.6,-5.9
NCC(O)c1cc(O)c(O)cc1F (stereo not given),1.6,3.7,-24.8,-1.7,5.4,-0.1,2.4,-0.2,-12.7
COc1cc(CN=C(C)c2c(O)n(C)c(=O)n(C)c2=O)cc(OC)c1,1.8,6.4,3.6,-3.3,0.8,2.0,25.1,-1.4,0.9
COC(=O)C1=C(c2cccc(OCc3ccccc3)c2)C[C@@H]2CC[C@H]1N2C(=O)NCc1ccc(Cl)cc1,11.1,-4.6,-4.6,/,/,/,0.8,4.2,1.1
Cc1ccc(S(=O)(=O)N2CCCC2c2cccnc2)cc1 (stereo not given),-3.8,-0.4,-2.2,-1.8,-1.1,1.3,0.8,-0.3,6.0
CCOP(=O)(C#Cc1ccccc1)C(O)c1ccc(Br)cc1 (stereo not given),0.0,-5.9,-1.9,0.3,3.2,4.4,3.3,-1.3,1.1
O=c1ccc2cc(OC3O[C@H](CO)[C@@H](O)[C@H](O)[C@H]3O)c(O)cc2o1 (stereo not given in full),-8.6,12.4,2.9,6.6,-14.1,-0.7,-0.6,1.4,1.4
CCC(CO)(C(=O)OC1CC2CCC(C1)N2C)c1ccccc1 (stereo not given),-5.0,3.9,-9.4,3.9,-12.3,-4.5,1.1,-0.7,7.0
CCCCCCOc1ccc(CN2CCN(CCO)CC2)cc1,-4.1,13.2,-3.5,-2.8,-2.2,-1.6,2.1,0.0,2.5
CCC(=O)Nc1ccccc1,-0.4,-8.0,8.3,-1.6,2.1,-0.7,1.1,1.8,-1.3

# Going on with the list.
SMILES,PP1 counter,PAFAH2 FP inh,procasp7 counter,Fh CTSL1 inh,HCV core dimer,TPT1 inh,AHR activator,PP5 primary,proCasp3 act
CCC(=O)c1cn(Cc2ccc(C#N)cc2)c2ccccc12,-1.3,1.2,2.7,0.5,-2.2,-0.4,-0.3,2.9,8.5
COc1ccc(CCNC(C)CCc2ccc(OC)cc2)cc1 (stereo not given),5.2,-2.4,3.5,-0.6,-2.5,3.2,0.3,2.3,8.5
CCN(CC)P(=O)(Oc1cccc(C)c1)N(CC)CC,-2.6,-0.9,3.0,7.6,0.5,-2.2,8.6,-1.5,7.7
CC(C)Nc1ccc(Nc2ccccc2)cc1,8.7,7.5,-24.6,-4.3,-17.7,-0.4,5.6,1.6,-11.2
O=C(c1ccc(Cl)cc1)C1CCCN(Cc2cccc3cnccc23)C1 (stereo not given),5.2,1.8,-7.9,1.7,1.0,0.3,-0.3,4.5,1.8
CCOC(=O)c1[nH]c2ccc(OC)cc2c1C(SCC(=O)O)c1ccc(C(F)(F)F)cc1 (stereo not given),7.8,9.0,-0.5,-1.1,4.2,-1.4,3.6,4.6,2.2
Cc1cccc(C)c1OP(N)(=O)OCC(F)(F)F (stereo not given),-2.3,-8.4,1.1,1.8,-2.3,-2.5,0.4,-0.1,4.6
CCOC(=O)C1(CCOc2ccccc2)CCN(C(C)CSC)CC1 (stereo not given),-2.7,4.5,0.7,-1.5,-4.7,-1.4,8.0,3.5,5.1
CN1CCC2(CC1)NC(=O)C1=C(CN(C)CC1)N2,-0.3,-7.2,-8.5,-0.9,-1.5,-3.8,0.2,-0.6,15.8
COC(=O)C1=C(c2ccc(OC(F)(F)F)cc2)C[C@@H]2CC[C@H]1N2C(=O)NCCOc1ccc(OC)cc1,7.8,3.1,18.5,/,/,/,0.0,5.1,8.8
CCCCn1c(O)c(C(CC)=NCc2ccc(F)cc2)c(=O)[nH]c1=O,4.3,-4.8,-1.6,2.5,3.8,-2.9,-6.5,4.8,-4.6
Cc1ccccc1-n1c(C)nc2sccc2c1=O,-0.4,-0.7,-0.8,-1.9,-3.8,-0.4,-0.7,2.4,5.5
Clc1cc(Cl)cc(NC2=NCCS2)c1,-2.5,9.1,2.5,-1.0,-0.7,-0.1,2.2,2.3,3.5
CC1CCN(CC#CCOc2ccc(Cl)cc2)CC1,2.3,5.5,-3.1,3.1,-1.2,1.9,4.2,3.7,4.8
O=C1NC(=O)C2(Cc3ccccc3N3CCCC32)C(=O)N1c1ccc(Cl)cc1 (stereo not given),-1.5,/,-7.1,-8.9,1.4,18.1,19.2,0.7,-12.4
CN1CCN(Cc2ccc(OC(F)(F)F)cc2)CC1,2.4,-0.2,-7.0,-2.9,-0.5,0.7,8.5,1.7,-5.4
CCN(CC)c1ccc(/C=C2\C(=O)NC(=O)N(Cc3ccco3)C2=O)cc1,-1.4,13.2,-1.1,1.6,5.3,37.8*,2.4,0.1,-4.2
CCOP(=O)(OCC)C(O)c1ccc(N(C)C)cc1 (stereo not given),-1.7,7.7,11.8,-3.7,-8.6,-3.4,0.4,0.1,3.1
Cc1ccc(C(C)C)c(OCC(=O)N2CCN(Cc3nc4cc([N+](=O)[O-])ccc4n3C)CC2)c1,2.9,-1.3,5.5,-3.2,3.6,-1.2,7.7,3.3,3.0
c1ccc2nc(OCCN3CC3)ccc2c1,3.4,/,-2.8,1.8,3.9,-0.8,8.8,2.8,5.3
CCOP(=S)(OCC)N1CCOCCOCCN(P(=S)(OCC)OCC)CCOCCOCC1,-1.4,1.3,-11.9,1.7,0.2,-0.1,0.7,0.7,-4.0
COc1ccc2[nH]c(C)c(CCNCc3cn(C)c4ccccc34)c2c1,-2.4,4.1,9.8,/,/,/,6.2,0.0,-4.7
CCNC(=O)C1OC(n2cnc3c(N)ncnc32)C(O)C1O (stereo not given),2.1,1.3,-6.7,11.8,0.9,-5.0,-0.1,-2.5,-0.4
O=C(CCCc1ccccc1)NCCc1cnc[nH]1,-2.1,7.3,11.7,1.0,-1.6,1.0,2.3,-0.5,7.5
O=C1CN=C(c2ccccc2)c2cc(Br)ccc2N1,3.0,1.1,-0.7,-0.6,4.4,0.8,2.4,-0.4,7.7
C[C@]12CCC3C(CC[C@H]4C[C@H](O)CC[C@]34C)C1[C@@H](O)C[C@@H]2O (stereo not given in full),/,4.4,4.5,/,/,/,-0.2,/,7.7
COc1cc(OC)c(OC)cc1/C=C1/C(=O)NC(=O)N(Cc2ccccc2)C1=O,-5.0,0.8,-10.9,-0.2,3.6,26.3*,-2.2,-4.0,-11.1
N#Cc1ccc(N2CCNCC2)c(F)c1,-2.2,0.0,2.3,-2.2,-8.6,1.1,1.3,1.4,4.4
O=C(Oc1ccc([N+](=O)[O-])cc1)N1CCC(N2CCCCC2)CC1,-1.6,18.6,6.4,-0.6,-1.6,-0.4,1.6,-0.2,3.4
Cc1ccc(Cn2nnnc2CN2CCC(n3nnc4cc(C(F)(F)F)ccc43)CC2)cc1,6.1,-6.2,3.1,6.0,9.4,-2.4,5.8,9.6,0.5

# Sorted by SMILES length (largest number first): some entries from above.
SMILES,PP1 counter,PAFAH2 FP inh,procasp7 counter,Fh CTSL1 inh,HCV core dimer,TPT1 inh,AHR activator,PP5 primary,proCasp3 act
CCOC(=O)c1[nH]c2ccc(OC)cc2c1C(SCC(=O)O)c1ccc(C(F)(F)F)cc1 (stereo not given),7.8,9.0,-0.5,-1.1,4.2,-1.4,3.6,4.6,2.2
COc1cc(OC)c(OC)cc1/C=C1/C(=O)NC(=O)N(Cc2ccccc2)C1=O,-5.0,0.8,-10.9,-0.2,3.6,26.3*,-2.2,-4.0,-11.1
O=C1NC(=O)C2(Cc3ccccc3N3CCCC32)C(=O)N1c1ccc(Cl)cc1 (stereo not given),-1.5,/,-7.1,-8.9,1.4,18.1,19.2,0.7,-12.4
CN1CCN(Cc2ccc(OC(F)(F)F)cc2)CC1,2.4,-0.2,-7.0,-2.9,-0.5,0.7,8.5,1.7,-5.4
